Screening data from PubChem BioAssay.
Sm TGR block – qHTS Assay for the Inhibitors of Schistosoma Mansoni Peroxiredoxins; purified TGR, DTNB reduction, TNB absorbance 405 nm; Potency, µM (highest dose often 114 µM), inactives show at the highest dose activity change, negative = inhibition, hits mostly inhibitors; 360,000 tested, 3% active; AID 485364, 2010; note: nearly all actives have a fitted effect of over 60% in size
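Kinetic colorimetric format: TGR-catalysed, NADPH-driven DTNB reduction monitored via TNB absorbance. Enzyme dispensed at 20 nM; compound exposure 15 min at room temperature before reaction start.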
HCV inh – qHTS Assay for Inhibitors of Hepatitis C Virus (HCV); Huh7.5.1 HCVcc-Cre infection, luciferase reporter, 44 h; Potency, µM (top dose mostly 41.8 µM), inactives show at the top dose activity change, negative = inhibition, hits mostly inhibitors; 340,000 tested, 3.4% active
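Seed cells (1,000/well) for 4 h; treat with compound and infect with HCVcc-Cre, moi about 0.5. Incubate 44 h, then detect luciferase activity.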
LmPK inhibitor – qHTS Assay for Inhibitors of Leishmania Mexicana Pyruvate Kinase (LmPK); Q27686; purified LmPK, Kinase-Glo ATP luminescence, 1 h; Potency, µM (highest dose often 57.5 µM), without a hit: at the top dose activity change, negative = inhibition, most hits filed as inhibitors; 290,000 tested, 0.37% active
Target sequence (Q27686 whole entry, looked up): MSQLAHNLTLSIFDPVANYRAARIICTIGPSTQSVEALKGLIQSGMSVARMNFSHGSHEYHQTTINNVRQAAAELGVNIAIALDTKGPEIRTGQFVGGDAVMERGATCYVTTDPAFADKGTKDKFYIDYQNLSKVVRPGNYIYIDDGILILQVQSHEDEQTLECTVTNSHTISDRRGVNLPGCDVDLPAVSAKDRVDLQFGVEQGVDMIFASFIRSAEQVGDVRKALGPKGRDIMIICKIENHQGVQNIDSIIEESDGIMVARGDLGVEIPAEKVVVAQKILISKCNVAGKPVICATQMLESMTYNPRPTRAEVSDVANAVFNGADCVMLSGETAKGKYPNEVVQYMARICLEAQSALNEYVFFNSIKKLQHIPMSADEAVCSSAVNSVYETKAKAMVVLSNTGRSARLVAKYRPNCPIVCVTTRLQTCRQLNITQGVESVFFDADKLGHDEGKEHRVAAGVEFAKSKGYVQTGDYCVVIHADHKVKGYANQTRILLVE
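qHTS format; LmPK 0.1 nM; substrates PEP 0.5 mM and ADP 0.1 mM. One-hour room-temperature incubation, then coupled luciferase luminescence; 0.5 nM enzyme wells mark activation.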
TbPYK inhibitor – qHTS of Trypanosoma Brucei Inhibitors. pyruvate kinase (Trypanosoma brucei), Q57TT1. TbPYK enzyme, Kinase-Glo Plus ATP luminescence, 45 min. Potency, µM (series often up to 76.8 µM), for the others: top-dose activity, negative = inhibition, most hits filed as inhibitors. 410,000 tested, 0.12% active; note: nearly all actives have a fitted effect of over 50% in size
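Screened from lowest to highest concentration, compounds were pinned into TbPYK/substrate mixtures, and ADP (130 uM final) was added. Plates sat at room temperature for 45 min prior to Kinase-Glo Plus detection by luminescence.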
Pf growth 48h – Primary qHTS for delayed death inhibitors of the malarial parasite plastid, 48 hour incubation. P. falciparum luciferase growth in erythrocytes, 48 h. Potency, µM (titrated, usually from 28.7 µM), without a hit: top-dose activity change, negative = inhibition, usual class: inhibitors. 310,000 tested, 5.9% active. AID 504832, 2011
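Compounds are pin-transferred into medium, infected erythrocytes (2% hematocrit, 0.1% parasitemia final) are added, and plates sit one parasite generation at 37 C in 5% CO2. Detection reagent is then added and luminescence measured.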
Pf growth 96h – Primary qHTS for delayed death inhibitors of the malarial parasite plastid, 96 hour incubation. AID 504834, 2011. P. falciparum luciferase reporter growth, 96 h. 320,000 tested, 6.9% active. Potency, µM (doses to about 28.7 µM), inactives show at the top dose activity change, negative = inhibition, usual class: inhibitors
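P. falciparum expressing integrated firefly luciferase, in erythrocytes at 2% hematocrit, 0.05% parasitemia, incubated with compounds 96 h at 37 C, 5% CO2. Growth inhibition read as loss of luminescence; two-generation exposure targets delayed-death apicoplast inhibitors.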
An asterisk follows results filed as active; ? = inconclusive; / = not tested or not shown; & = joins results of further samples; [ ] = dose if it differs, or a comment. Calls come from the whole dose curve; as a rule, active = well fitted curve in the direction sought with a large enough effect; inconclusive = small, poorly fitted or top-dose-only effect, or another doubt; inactive = no such curve, though single readings can be large; an effect the other way counts as inactive or inconclusive. % is set by controls: 0 for no effect and ±100 for the full control effect; potency is the fitted concentration of half-maximal effect.

| SMILES | Pf growth 48h | Sm TGR block | TbPYK inhibitor | Pf growth 96h | LmPK inhibitor | HCV inh |
| --- | --- | --- | --- | --- | --- | --- |
| CSc1nnc(CCCCCCCCc2nnc(SC)o2)o1 | ? | 5% | 3% | 13µM* | 1% | 7% |
| CCOC(=O)C1CCCN(C(=O)c2csc(-c3ccc4c(c3)CCO4)n2)C1 (stereo unspecified) | 23% | 8% | 1% | 35%[activator] | 2% | -18% |
| OCC1(CCc2ccccc2)CCN(Cc2cccn2-c2cccnc2)CC1 | -19% | / | -5% | ? | 0% | -4% |
| O=C(CCc1ccccc1)NCC(=O)N/N=C/c1ccc2c(c1)OCO2 | 18% | 5% | 4% | 0% | -8% | 12% |
| CCC(C)N(C(=O)COC(=O)CNC(=O)c1ccccc1F)C1CCS(=O)(=O)C1 (stereo unspecified) | ? | 10% | 0% | 11% | 1% | 7% |
| COCCCNC(=O)CN1CCN(Cc2ccccc2Cl)C1=O | / | -3% | 2% | ? | 0% | 15% |
| CN(CC(=O)Nc1ccccc1Br)C(=O)CN(C)C1CCCCC1 | -7% | -2% | -11% | 16% | / | -22% |
| Cc1nnc(SCc2cccc(CSc3nnc(C)s3)c2)s1 | 88%[activator] | 9% | 1% | / | -1% | 0% |
| CN1C(=O)C(CC(=O)Nc2ccc3c(c2)Cc2ccccc2-3)N(C)C1=O (stereo unspecified) | 0% | 2% | 10% | 3% | 2% | -21% |
| COC(=O)c1ccc(C(=O)OC)nc1 | 35%[activator] | -4% | 12% | -9% | 1% | 25% |
| N=c1sc2c(n1Cc1ccccc1)CCCC2 | -15% | 3% | -9% | 65%[activator] | 5% | 1% |
| CCOCCCNC(=S)N1CCCN(c2nc3cc(C)c(C)cc3cc2C#N)CC1 | ? | / | -16% | -20% | -1% | ? |
| Clc1ccccc1C1=Nn2c(nnc2-c2ccncc2)SC1 | ? | 9% | -3% | ? | 5% | -1% |
| COc1ccc(CCNC(=O)c2cc(=O)c3ccc(C)cc3o2)cc1OC | ? | 1%&19% | 2%&3% | ? | 5% | ? |
| O=C(c1cccs1)c1cn(Cc2ccccc2Cl)c2ccccc12 | / | 1% | 3% | ? | 4% | ? |
| CCc1ccccc1N1C(=O)C2CC=CCC2C1=O (stereo unspecified) | 6% | 50%[activator] | 3% | ? | 0% | 2% |
| COc1ccc(CNC(=O)CN(C)S(=O)(=O)c2ccc3c(c2)n(C)c(=O)c(=O)n3C)cc1 | 14% | 4% | 1% | ? | -10% | 3% |
| Cn1cnc(S(=O)(=O)Nc2ccc(OC(F)F)cc2)c1 | 49%[activator] | 24% | 4% | 0% | 2% | 3% |

Twelve entries from above, reformatted.
Every second line gives: Pf growth 48h, Sm TGR block, TbPYK inhibitor, Pf growth 96h, LmPK inhibitor, HCV inh
CN(CC(=O)Nc1ccccc1Br)C(=O)CN(C)C1CCCCC1
 : -7%, -2%, -11%, 16%, /, -22%
Cc1nnc(SCc2cccc(CSc3nnc(C)s3)c2)s1
 : 88%[activator], 9%, 1%, /, -1%, 0%
CN1C(=O)C(CC(=O)Nc2ccc3c(c2)Cc2ccccc2-3)N(C)C1=O (stereo unspecified)
 : 0%, 2%, 10%, 3%, 2%, -21%
COC(=O)c1ccc(C(=O)OC)nc1
 : 35%[activator], -4%, 12%, -9%, 1%, 25%
N=c1sc2c(n1Cc1ccccc1)CCCC2
 : -15%, 3%, -9%, 65%[activator], 5%, 1%
CCOCCCNC(=S)N1CCCN(c2nc3cc(C)c(C)cc3cc2C#N)CC1
 : ?, /, -16%, -20%, -1%, ?
Clc1ccccc1C1=Nn2c(nnc2-c2ccncc2)SC1
 : ?, 9%, -3%, ?, 5%, -1%
COc1ccc(CCNC(=O)c2cc(=O)c3ccc(C)cc3o2)cc1OC
 : ?, 1%&19%, 2%&3%, ?, 5%, ?
O=C(c1cccs1)c1cn(Cc2ccccc2Cl)c2ccccc12
 : /, 1%, 3%, ?, 4%, ?
CCc1ccccc1N1C(=O)C2CC=CCC2C1=O (stereo unspecified)
 : 6%, 50%[activator], 3%, ?, 0%, 2%
COc1ccc(CNC(=O)CN(C)S(=O)(=O)c2ccc3c(c2)n(C)c(=O)c(=O)n3C)cc1
 : 14%, 4%, 1%, ?, -10%, 3%
Cn1cnc(S(=O)(=O)Nc2ccc(OC(F)F)cc2)c1
 : 49%[activator], 24%, 4%, 0%, 2%, 3%
